Yeast eIF2B: GCN4-lacZ reporter reduction in eIF2B-epsilon mutant yeast, primary screen, S. cerevisiae, eIF2B-epsilon R284H, Beta-Glo luminescence. inhibition, % at 25 µM (by protocol). 0.91% of 27,000 active;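 active = mutant luminescence inhibited past about 50% while wild type luminescence and mutant growth stay under set limits, limit read from the data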; note: some compounds called inactive have numbers as strong as hits
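Assay system: yeast eIF2B-epsilon R284H mutant carrying GCN4–beta-galactosidase fusion / Buffer or medium: YPD / Incubation: 16 h growth with compound at 30 °C, 90 min Beta-Glo step / Detection: Beta-Glo luminescence after Z-buffer lysis, growth by 595 nm absorbance / Read-out: % inhibition of reporter signal and growth versus controls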
Yeast growth tox: yeast growth toxicity, wild-type and mutant, primary screen, cytotoxicity control for eIF2B function restoration project, wild-type and eIF2Bepsilon R284H mutant, A595; S. cerevisiae wild-type growth, A595 turbidity, 16 h; growth inhibition, % at 25 µM (by protocol); 0.3% of 30,000 active;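 active = mutant and wild-type yeast strains alike exhibit over 30% growth inhibition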;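 note: 0% = untreated cell controls and 100% = YPD media blanks without cells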
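system = S. cerevisiae wild-type or eIF2Bepsilon-R284H mutant strain | buffer or medium = YPD medium | dosing = one dose, 25 µM compound, 0.2% DMSO | schedule = 16 h at 30 °C | measured by = A595 turbidity | evaluation = growth inhibition (%) versus cell controls and blanks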
Yeast growth tox inhibition %: second read-out of Yeast growth tox, no call of its own (marks repeat the call); growth inhibition, %; S. cerevisiae eIF2Bepsilon-R284H mutant growth, A595 turbidity, 16 h;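 each compound tested once at 25 µM; 0% equals untreated cells and 100% equals cell-free medium blanks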
Yeast eIF2B mutant toxicity: recorded beside Yeast eIF2B, whose call it bears; growth inhibition, %; measured here: mutant yeast growth, toxicity;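 each compound tested once at 25 µM; zero equals untreated control growth and 100 equals blank medium absorbance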
* = called active by the depositor; nt = not tested or not shown.

Key to letters: A = Yeast eIF2B; B = Yeast eIF2B mutant toxicity; C = Yeast growth tox; D = Yeast growth tox inhibition %
(1) O=C(Nc1ccc2nn(-c3ccccc3)nc2c1)c1ccc2c(c1)OCO2
  A: 11	B: 4	C: -16	D: 4
(2) Cc1ccccc1-n1nc2c(c1NC(=O)c1c(-c3ccccc3Cl)noc1C)CSC2
  A: 17	B: -7	C: 11	D: -7
(3) COc1ccc(NC(=O)CSc2nnc(Cc3cccn3C)n2CCc2ccccc2)c(OC)c1
  A: 3	B: -7	C: 1	D: -7
(4) Cc1ccc(-n2nc(-c3ccco3)cc2C(=O)NCc2cccnc2)cc1
  A: 14	B: 14	C: 13	D: 14
(5) O=C(Oc1nsnc1N1CCOCC1)N1CCCC1
  A: 0	B: -9	C: 11	D: -9
(6) CC(C)(C)NC(=O)c1cccc(NC(=O)c2ccco2)c1
  A: 13	B: nt	C: nt	D: nt
(7) O=C(NCC(c1cccs1)N1CCOCC1)c1cc2ccccc2o1 (stereo unspecified)
  A: 9	B: -4	C: 6	D: -4
(8) Cc1cc(C)cc(OCC(=O)NC2=NCCS2)c1
  A: -18	B: 17	C: -2	D: 17
(9) COCCn1c(-c2ccc(OC)cc2)nc2oc3cc(OC)ccc3c(=O)c2c1=O
  A: 15	B: -11	C: 21	D: -11
(10) Cn1c(=O)c2c(nc(OCc3cccnc3)n2Cc2ccccc2)n(C)c1=O
  A: 26	B: nt	C: nt	D: nt
(11) COc1ccc(OC)c(NC(=O)N[C@@H](Cc2ccccc2)C(=O)O)c1
  A: 26	B: 5	C: 11	D: 5
(12) O=C(Nc1ccncc1)c1ccccc1F
  A: 24	B: -10	C: 9	D: -10
(13) Cc1cccc(N2CCN(C(=O)CCn3c(=S)[nH]c4cc5c(cc4c3=O)OCO5)CC2C)c1 (stereo unspecified)
  A: 10	B: -3	C: 1	D: -3
(14) CCOC(=O)C1=C(c2ccccc2)OC(N)=C(C#N)C1C1CCCCC1 (stereo unspecified)
  A: 10	B: 14	C: 7	D: 14
(15) CCc1ccc(NCc2cc3c(C)nn(-c4ccccc4)c3[nH]c2=O)cc1
  A: 16	B: -3	C: 24	D: -3
(16) Cn1c(N2CCCC2)nc2c1c(=O)n(Cc1ccc(Cl)cc1)c(=O)n2C
  A: 15	B: 11	C: 13	D: 11
(17) Cn1c(SCC(=O)Nc2cccc(F)c2)nnc1-c1cc2ccccc2o1
  A: 3	B: -6	C: -23	D: -6
(18) C(=C\c1ccccc1)/CSc1nnc(-c2ccccn2)n1Cc1ccco1
  A: -11	B: nt	C: nt	D: nt
(19) C1CCN(c2nc(N3CCCCC3)nc(N3CCNCC3)n2)CC1
  A: -11	B: 7	C: 3	D: 7
(20) CC(C)(C)C(=O)NC1CCN(S(=O)(=O)c2ccc(C(F)(F)F)cc2)CC1
  A: 15	B: 6	C: 27	D: 6
(21) O=c1oc2ccccc2cc1-c1nc(-c2cccs2)cs1
  A: 19	B: 8	C: 9	D: 8
(22) CN1C(=O)NC(NC(=O)C2CCCCC2)(C(F)(F)F)C1=O (stereo unspecified)
  A: 12	B: 16	C: 2	D: 16
(23) O=C(CSc1nnc(-c2c[nH]c3ccccc23)n1-c1ccc(F)cc1)NCc1ccco1
  A: 11	B: -4	C: 20	D: -4
(24) COc1ccc(-c2csc(Nc3cccnc3)n2)cc1OC
  A: 21	B: -10	C: 7	D: -10
(25) COc1ccc(C2CC(=O)n3c(nc4ccccc43)S2)cc1OC (stereo unspecified)
  A: nt	B: nt	C: 32	D: -2
(26) CCCn1c(NCc2ccco2)nc2c1c(=O)n(C)c(=O)n2C
  A: -2	B: 3	C: 7	D: 3
(27) Cc1cccc(OCCCC(=O)Nc2ccc(S(=O)(=O)Nc3onc(C)c3C)cc2)c1C
  A: -7	B: nt	C: -14	D: 0
(28) O=C1Nc2ccc(S(=O)(=O)N3CCOCC3)c3cccc1c23
  A: -6	B: nt	C: 14	D: 0
(29) COc1cc(/C=C/c2c([N+](=O)[O-])c(=O)n(C)c(=O)n2C)cc(OC)c1OC
  A: 4	B: 18	C: 28	D: 18
(30) Cc1cc(C)n2nc(CC(=O)NC3CCCCCC3)nc2n1
  A: -2	B: -9	C: -10	D: -9

A draw from above in order of SMILES length, rising.
Key to letters: A = Yeast eIF2B; B = Yeast eIF2B mutant toxicity; C = Yeast growth tox; D = Yeast growth tox inhibition %
(12) O=C(Nc1ccncc1)c1ccccc1F
  A: 24	B: -10	C: 9	D: -10
(21) O=c1oc2ccccc2cc1-c1nc(-c2cccs2)cs1
  A: 19	B: 8	C: 9	D: 8
(6) CC(C)(C)NC(=O)c1cccc(NC(=O)c2ccco2)c1
  A: 13	B: nt	C: nt	D: nt
(17) Cn1c(SCC(=O)Nc2cccc(F)c2)nnc1-c1cc2ccccc2o1
  A: 3	B: -6	C: -23	D: -6
(4) Cc1ccc(-n2nc(-c3ccco3)cc2C(=O)NCc2cccnc2)cc1
  A: 14	B: 14	C: 13	D: 14
(15) CCc1ccc(NCc2cc3c(C)nn(-c4ccccc4)c3[nH]c2=O)cc1
  A: 16	B: -3	C: 24	D: -3

At a glance, some entries already given.
Key to letters: A = Yeast eIF2B; B = Yeast eIF2B mutant toxicity; C = Yeast growth tox; D = Yeast growth tox inhibition %
(20) CC(C)(C)C(=O)NC1CCN(S(=O)(=O)c2ccc(C(F)(F)F)cc2)CC1
  A: 15	B: 6	C: 27	D: 6
(21) O=c1oc2ccccc2cc1-c1nc(-c2cccs2)cs1
  A: 19	B: 8	C: 9	D: 8
(22) CN1C(=O)NC(NC(=O)C2CCCCC2)(C(F)(F)F)C1=O (stereo unspecified)
  A: 12	B: 16	C: 2	D: 16
(23) O=C(CSc1nnc(-c2c[nH]c3ccccc23)n1-c1ccc(F)cc1)NCc1ccco1
  A: 11	B: -4	C: 20	D: -4
(24) COc1ccc(-c2csc(Nc3cccnc3)n2)cc1OC
  A: 21	B: -10	C: 7	D: -10
(25) COc1ccc(C2CC(=O)n3c(nc4ccccc43)S2)cc1OC (stereo unspecified)
  A: nt	B: nt	C: 32	D: -2
(26) CCCn1c(NCc2ccco2)nc2c1c(=O)n(C)c(=O)n2C
  A: -2	B: 3	C: 7	D: 3

Compound profiles (already shown).
C(=C\c1ccccc1)/CSc1nnc(-c2ccccn2)n1Cc1ccco1 in the list: Yeast eIF2B = -11; Yeast eIF2B mutant toxicity = nt; Yeast growth tox = nt; Yeast growth tox inhibition % = nt
O=c1oc2ccccc2cc1-c1nc(-c2cccs2)cs1 in the list: Yeast eIF2B = 19; Yeast eIF2B mutant toxicity = 8; Yeast growth tox = 9; Yeast growth tox inhibition % = 8

(more compounds)
Key to letters: A = Yeast eIF2B; B = Yeast eIF2B mutant toxicity; C = Yeast growth tox; D = Yeast growth tox inhibition %
(31) CCOc1ccc(-c2nn[nH]n2)cc1
  A: 14	B: 10	C: 6	D: 10
(32) CSc1nc(N)nc(SCC(=O)OC(C)C)c1C#N
  A: -9	B: nt	C: nt	D: nt
(33) COc1ccc(N=c2scc(-c3ccc(S(=O)(=O)N4CCOCC4)cc3)n2CCCO)cc1
  A: 10	B: -9	C: -20	D: -9
(34) O=C(C1CCN(C2CC(=O)N(c3ccc(F)cc3)C2=O)CC1)N1CCOCC1 (stereo unspecified)
  A: -19	B: 12	C: -4	D: 12
(35) COc1ccc(C(=O)Nc2cccc(C(=O)N3CCCC3)c2)cc1
  A: 36	B: 13	C: -4	D: 13
(36) Cc1nc(NCCc2cnc[nH]2)c2oc3ccccc3c2n1
  A: -5	B: -4	C: -7	D: -4
(37) O=C(Nc1ccc2c(c1)OCO2)c1ccc(Br)c(S(=O)(=O)N2CCCC2)c1
  A: nt	B: nt	C: -5	D: 0
(38) COc1cc(-c2nnn(CC(=O)NC3CCS(=O)(=O)C3)n2)ccc1OCc1ccccc1 (stereo unspecified)
  A: -32	B: -4	C: 22	D: -4
(39) O=C(O)/C(=C1/OC(=O)c2ccccc21)c1ccccc1
  A: -11	B: nt	C: 9	D: 0
(40) C/C(N)=C(\C#N)C(=O)NCc1ccccn1
  A: 18	B: -23	C: 7	D: -23
(41) O=C(c1cccc(F)c1F)N1CCCC1
  A: -1	B: 4	C: 16	D: 4
(42) Cc1ccc2[nH]c3c(c2c1)CN(C(=O)CN1CCN(c2ccccc2F)CC1)CC3
  A: 8	B: -10	C: 4	D: -10
(43) Cn1c(C(C#N)C(=O)c2ccco2)nc2ccccc21 (stereo unspecified)
  A: 7	B: 32	C: 6	D: 32
(44) CCOC(=O)c1ccc(NC(=O)c2ccccc2)cc1
  A: nt	B: nt	C: 33	D: 8
(45) COc1ccc(-c2nnc(SCC(=O)N3CCOCC3)o2)cc1
  A: 4	B: -4	C: 4	D: -4
(46) CC(=O)N1CCN(C(=O)Cn2c(=O)oc3ccccc32)CC1
  A: 24	B: -24	C: 3	D: -24
(47) COC(=O)c1ccccc1NC(=O)CN(C)S(=O)(=O)c1ccc(OC)c(C)c1
  A: 5	B: -4	C: 1	D: -4
(48) COC(=O)c1ccc2c(=O)n(CC3CCCO3)c(SCC(=O)Nc3ccccc3OC)nc2c1 (stereo unspecified)
  A: 20	B: 4	C: 0	D: 4
(49) CCOC(=O)CSc1nc2cc(C)cc(C)c2cc1C#N
  A: nt	B: nt	C: -42	D: -11
(50) Cc1cc(C)c2[nH]c(=O)c(C(c3nnnn3C3CCCC3)N3CCOCC3)cc2c1 (stereo unspecified)
  A: 2	B: -22	C: -7	D: -22
(51) CN(C)c1ccc(-c2nn3c(-c4ccc(Cl)cc4Cl)nnc3s2)cc1
  A: -3	B: -11	C: -49	D: -11
(52) O=C(C1CCN(S(=O)(=O)c2cnc[nH]2)CC1)N1CCc2ccccc2C1
  A: 18	B: 7	C: 25	D: 7
(53) CC(C)c1ccc(C(C(=O)NC2CCCC2)N(C(=O)CNC(=O)c2ccco2)c2cccnc2)cc1 (stereo unspecified)
  A: -16	B: nt	C: nt	D: nt
(54) CC1=C(C)CC(C(=O)c2ccc(C)cc2)C(C(=O)O)C1 (stereo unspecified)
  A: 18	B: 6	C: -4	D: 6

Screening results (PubChem BioAssay)

This is a subset, so the mix of outcomes need not match the whole.
